# Assay outcomes from PubChem BioAssay.
# OX1R antag-1: OX1R (HCRTR1) antagonists, primary screen, fluorescence, CHO/OX1R cells, Fluo-8 calcium, orexin A; hit rate 0.43% among 330,000; Fluo-8 calcium fluorescence; AID 434989, 2010; inhibition, % at 5 µM;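 active means inhibition above its plate's threshold, mean inhibition of all tested compounds on the plate plus 3 SD, cut at about 37% in these data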;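 further: 0% = orexin A challenge wells and 100% = SB-334867-A antagonist wells; not every result past the cut was called active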
# Target sequence (O43613 whole entry, looked up): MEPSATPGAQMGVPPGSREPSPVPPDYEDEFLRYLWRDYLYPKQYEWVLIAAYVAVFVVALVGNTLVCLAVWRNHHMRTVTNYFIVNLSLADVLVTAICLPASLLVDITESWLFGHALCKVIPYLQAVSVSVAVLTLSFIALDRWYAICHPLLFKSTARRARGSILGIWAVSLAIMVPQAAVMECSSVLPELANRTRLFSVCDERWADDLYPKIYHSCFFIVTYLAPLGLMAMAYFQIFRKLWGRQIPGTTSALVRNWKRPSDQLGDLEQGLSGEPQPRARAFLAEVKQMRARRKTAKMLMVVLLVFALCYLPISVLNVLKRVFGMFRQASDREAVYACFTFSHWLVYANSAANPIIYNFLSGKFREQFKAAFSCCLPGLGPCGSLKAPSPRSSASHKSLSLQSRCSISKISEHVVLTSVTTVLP
# STK33 kinase inh: inhibitors of purified STK33 kinase, primary screen, biochemical, ADP-Glo luminescence, homogeneous, cell-free. Serine/threonine-protein kinase 33 (Homo sapiens), Q9BYT3. hit rate 0.073% among 320,000. AID 2661, 2010. inhibition, % at 10 µM. MBP phosphorylation;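 active means inhibition at or above 25%, using the most active replicate where run in duplicate; inactive means inhibition below 25%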
# Target sequence (Q9BYT3 whole entry, looked up): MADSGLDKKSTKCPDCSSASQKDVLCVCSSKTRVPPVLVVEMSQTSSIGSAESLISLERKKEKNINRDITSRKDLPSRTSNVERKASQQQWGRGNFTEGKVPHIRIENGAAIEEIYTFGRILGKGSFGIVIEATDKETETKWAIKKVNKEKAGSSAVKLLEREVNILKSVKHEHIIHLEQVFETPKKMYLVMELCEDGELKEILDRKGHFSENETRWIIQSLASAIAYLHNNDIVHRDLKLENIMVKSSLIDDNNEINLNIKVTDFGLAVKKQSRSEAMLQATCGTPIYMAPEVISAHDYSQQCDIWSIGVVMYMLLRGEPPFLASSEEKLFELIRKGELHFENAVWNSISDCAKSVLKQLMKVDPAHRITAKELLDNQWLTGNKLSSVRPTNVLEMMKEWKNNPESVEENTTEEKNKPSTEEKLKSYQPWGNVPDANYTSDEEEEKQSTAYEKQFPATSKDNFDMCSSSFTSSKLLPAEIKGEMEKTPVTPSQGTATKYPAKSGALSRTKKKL
# OX1R antag-2: antagonists of human orexin 1 receptor (OX1R) | inhibition, % at 6.6 µM | hit rate 1.8% among 330,000 | Orexin/Hypocretin receptor type 1 (Homo sapiens), O43613 | OX1R-expressing cells, FRET antagonist read-out | AID 485270, 2010; in the data active means inhibition mostly above about 38%, no sharp cut-off; inactive means mostly below about 40%;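 further: 0% = agonist challenge alone and 100% = reference antagonist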
# Numbers without * were called inactive; . = not tested or not shown.
No. | OX1R antag-1 | STK33 kinase inh | OX1R antag-2 | Molecule
1 | -24.5 | -1.1 | 0.1 | O=C(CN1C(=O)NC(CCc2ccccc2)C1=O)N1CCCCCC1 (stereo not drawn)
2 | -32.3 | -0.1 | -2.7 | COc1ccc2c(c1)c(C(=O)O)c(C)n2CCc1ccc(OC)c(OC)c1
3 | -22.1 | -1.3 | 7.2 | C=CCN1C(=O)C(O)(CC(=O)c2ccccc2)c2ccccc21 (stereo not drawn)
4 | -11.6 | -2.0 | 26.2 | COc1ccc(-c2nc(C#N)c(NCc3ccc(F)cc3)o2)cc1OC
5 | -18.1 | -0.9 | 1.4 | Cn1ccc(NC(=O)Nc2ccc(Cl)cc2Cl)n1
6 | -9.5 | -0.5 | -1.1 | O=C(CN(C(=O)c1csnn1)c1ccc(Cl)cc1)NC1CCCC1
7 | -1.6 | 1.0 | 13.0 | CCc1nnc(NC(=O)C2CC(=O)N(C3CCCCC3)C2)s1 (stereo not drawn)
8 | 4.1 | 1.1 | 10.4 | Cc1onc(-c2ccccc2)c1C(=O)Nc1ccc(S(=O)(=O)NC(C)(C)C)cc1
9 | -22.6 | 1.2 | 34.4 | CCOC(=O)c1cccc(NC(=O)C2CCCN2S(=O)(=O)c2cccc3cccnc23)c1 (stereo not drawn)
10 | -6.8 | -2.9 | 49.2 | COc1ccc(OC)c(NC(=O)c2ccc(OC3CSC3)cc2)c1
11 | -3.6 | -1.7 | 22.4 | O=S(=O)(c1ccc(Cl)cc1)N1CCSC1c1ccco1 (stereo not drawn)
12 | 2.0 | 0.0 | 4.8 | CCCCn1c(N)c(N(C)C(=O)c2cccc(-n3cnnn3)c2)c(=O)[nH]c1=O
13 | -21.9 | -1.2 | 12.4 | O=C(/C=C/c1ccc(Br)cc1)N1CCN(c2cccc(C(F)(F)F)c2)CC1
14 | -7.8 | -0.2 | 3.7 | O=C(Cc1cc2ccccc2o1)NCc1ccc(F)cc1
15 | -3.4 | 1.2 | 19.2 | O=C(NCc1ccco1)c1cnccn1
16 | -8.0 | -0.3 | 43.1 | O=C1CCCc2c1sc1nc3n(c(=O)c21)CCCCC3
17 | -17.7 | -0.2 | 35.5 | Cc1ccc(-c2n[nH]c(=S)n2/N=C/c2ccc(C)s2)cc1
18 | 4.8 | -0.4 | -0.7 | Cc1ccc2c(c1)sc1nc(=O)n(-c3ccc(Cl)c(Cl)c3)c(=O)n12
19 | -31.1 | 0.0 | 28.7 | O=S(=O)(c1ccc(Cl)cc1)c1nc(-c2ccccc2F)oc1NCCN1CCOCC1
20 | -21.7 | -0.5 | 6.2 | C=CCOc1ccc(Br)cc1CNC(C)(C)CO
21 | 8.2 | -0.7 | 0.1 | Cc1ccc(Oc2ccc(NC(=O)CSc3n[nH]c(N)n3)cc2)cc1
22 | -19.9 | 3.5 | 13.2 | COc1ccc(C(C)=O)cc1CC(=O)Nc1ccc2c(c1)CCC2
23 | 0.9 | 0.9 | 10.9 | CN1CCN(C2=Cc3ccc(Cl)cc3Sc3ccc(F)cc32)CC1
24 | -21.7 | -0.3 | 8.0 | O=C(CN1C(=O)NC2(CCCC2)C1=O)NC(c1ccccc1)c1ccccc1
25 | -3.0 | 0.9 | 3.9 | CC12CCC(C(=O)N3CCN(Cc4ccccc4)CC3)(OC1=O)C2(C)C (stereo not drawn)
26 | -28.7 | -0.8 | 16.4 | Cn1cccc1Cc1nnc(SCC(=O)N2CCCCCC2)n1CCc1ccccc1
27 | -19.8 | -1.6 | 9.8 | Cc1cc(C)c2nc(NC(=O)c3ccco3)sc2c1
28 | -17.2 | . | 7.1 | CC[C@@]1(C(=O)OC)N[C@H](CN(C)C(=O)c2ccccc2)[C@@H]2C(=O)N(Cc3ccccc3)C(=O)[C@@H]21
29 | -23.9 | -0.1 | 12.5 | Cc1nc2ccc([N+](=O)[O-])cc2c(=O)n1Cc1ccc(Cl)cc1
30 | -6.7 | -2.0 | 38.4 | CCC(=O)Nc1c2c(nn1-c1ccc(C)cc1)CS(=O)(=O)C2
31 | -0.1 | 0.2 | 4.7 | O=C(O)C1CCCN(CCC=C(c2ccccc2)c2ccccc2)C1 (stereo not drawn)
32 | -22.7 | . | 2.8 | CCSc1nnc(NC(=O)[C@@H](NC(=O)c2cccc(C)c2)C(C)C)s1
33 | -13.5 | 0.1 | 8.7 | CCN(Cc1ccccc1)C(=O)CCCOc1ccccc1
34 | -37.5 | 2.3 | 19.3 | CC1CCc2c(sc3ncnc(SC(C)C(=O)NCC4CCCO4)c23)C1 (stereo not drawn)
35 | -18.3 | -0.2 | 8.9 | O=c1cc(-c2ccc(C(F)(F)F)cc2)oc2ccccc12
36 | -14.9 | -1.5 | -19.4 | CN(C)c1ccc(C(=S)N2CCCCC2)cc1
37 | -38.9 | -0.9 | 14.2 | CCCCCSc1nnc2c(n1)OC(c1cccn1C)N(C(C)=O)c1ccccc1-2 (stereo not drawn)
38 | -2.5 | 0.9 | 29.1 | CC(=O)C1=C(C)NC2=C(C(=O)c3ccccc32)C1c1ccccc1 (stereo not drawn)
39 | -22.3 | 0.4 | 12.0 | Cc1ccc(C2(c3noc(CN4C[C@@H](C)O[C@@H](C)C4)n3)CCCC2)cc1
40 | -0.2 | 0.9 | 10.8 | O=C(c1ccc(F)cc1)c1c[nH]c(C(=O)NCc2cccnc2)c1
41 | -19.9 | -0.3 | 16.2 | COc1ccc(/C=C(/C(=O)Nc2ccccc2C(=O)NC(C)C)c2ccccc2)cc1
42 | 8.9 | 0.0 | 21.0 | Fc1ccccc1/C=C1\CCCC2=C1Nc1ncnn1C2c1ccccc1F (stereo not drawn)
43 | -34.5 | -2.7 | 4.9 | COc1ccc(NC(=O)c2ccc(CN(c3cc(Cl)ccc3C)S(=O)(=O)c3ccccc3)cc2)cc1OC
44 | -5.9 | -1.4 | 3.7 | N#C/C(=N\O)c1nc2ccccc2[nH]1
45 | -9.2 | -1.9 | 10.8 | CCOC(=O)C1CCCN(C(=O)c2sc3nc4n(c(=O)c3c2C)CCC4)C1 (stereo not drawn)
46 | -23.6 | 3.9 | 6.4 | CCc1c(C)c(C#N)c2nc3ccccc3n2c1NCc1ccccn1
47 | -6.6 | -1.3 | 9.5 | Nc1nnc(SCCOc2ccccc2)s1
48 | -12.2 | -1.2 | 23.4 | CCN(CCCCN1C(=O)c2ccccc2C1=O)c1ccc2c(c1)C(=O)N(C)C2=O
49 | -30.3 | 0.5 | 4.6 | CCOC(=O)N1CCN(CC(O)COc2ccc(C(C)C)c(C)c2)CC1 (stereo not drawn)
50 | -3.3 | 0.3 | 17.5 | N/C(=C\C(=O)c1cc(Cl)ccc1O)C(Cl)(Cl)Cl

# The list continues.
No. | OX1R antag-1 | STK33 kinase inh | OX1R antag-2 | Molecule
51 | -18.6 | -1.1 | 3.1 | Cc1ccc(-n2c(SCC(=O)NCc3ccco3)nc3sc(C)c(C)c3c2=O)cc1
52 | -14.9 | -0.1 | 12.9 | O=C(Nc1ccccc1N1CCOCC1)c1ccc2c(c1)OCCO2
53 | -5.7 | -1.4 | 10.3 | CC(Sc1nc2ncc(Cl)cc2[nH]1)C(=O)Nc1ccc(C(N)=O)cc1 (stereo not drawn)
54 | 3.3 | -0.2 | 5.5 | NC(=O)c1ccccc1NC(=O)c1ccoc1
55 | -3.5 | 3.2 | 13.8 | COc1ccccc1/C=C1\SC(=O)N(CCC(=O)NCCCn2ccnc2)C1=O
56 | -19.0 | -1.6 | 2.9 | COc1ccc(C(CNC(=O)CNC(=O)c2ccccc2)N2CCCC2)cc1 (stereo not drawn)
57 | -18.9 | 0.0 | 9.5 | CC1CN(CCCCOc2ccc3ccccc3c2)CC(C)O1 (stereo not drawn)
58 | -18.8 | -1.0 | 43.2 | S=c1[nH]nc(-c2cc3ccccc3o2)n1Cc1ccccc1
59 | -18.1 | -0.3 | 26.8 | O=C(O)c1ccc(N=NN2CCOCC2)cc1
60 | -26.4 | -0.3 | 1.9 | O=C(N/N=C/c1cc2c(cc1Br)OCO2)c1ccccn1
61 | -2.7 | -1.2 | 8.7 | CCCC(=O)N1CCN(C2=NS(=O)(=O)c3ccccc32)CC1
62 | -28.2 | -0.2 | 9.0 | Cc1ccc2c(c1)-c1cc(C)nn1C(c1sccc1C)N2 (stereo not drawn)
63 | -18.4 | 2.6 | 24.9 | COCCNC(=S)N/N=C(\C)c1ccc(C)c([N+](=O)[O-])c1
64 | 12.9 | 1.0 | 8.3 | COc1ccc(NS(=O)(=O)c2cccc(N/C(=N\S(=O)(=O)c3ccccc3)c3ccc(F)cc3)c2)cc1
65 | -28.9 | -0.5 | 32.2 | Cc1ccc(Cl)cc1NC(=O)c1cc(NC(=O)C2CCCCC2C(=O)O)ccc1N1CCOCC1 (stereo not drawn)
66 | -36.5 | -1.0 | 8.9 | COc1ccc(-n2cc(-c3ccccc3)nc2SC)cc1
67 | -15.6 | -0.6 | 6.3 | COc1ccc(N(CC(=O)Nc2ccccc2C)S(=O)(=O)c2c(C)[nH]c(=O)[nH]c2=O)cc1
68 | -16.8 | -0.8 | 30.0 | CS(=O)(=O)N(CC(=O)N1CCN(c2ccccc2F)CC1)c1cc(C(F)(F)F)ccc1Cl
69 | 11.5 | -0.9 | 6.0 | O=C(/C=C/c1ccc(S(=O)(=O)N2CCOCC2)cc1)NC(CO)C(O)c1ccc([N+](=O)[O-])cc1 (stereo not drawn)
70 | -2.5 | 0.3 | 27.8 | Cc1cc(C)cc(Oc2coc3cc(OC(=O)c4cccnc4)ccc3c2=O)c1
71 | -17.4 | 0.7 | 5.3 | Cc1ccc(S(=O)(=O)N2CCCCC2)cc1NC(=O)COC(=O)c1cccn1C
72 | -17.7 | -0.5 | 14.3 | C/C(Cn1nnc2ccccc21)=N\OC(=O)c1ccccc1C
73 | -1.0 | -1.0 | 36.6 | O=C(NC(=S)Nc1ccc(S(=O)(=O)NC2CCCCC2)cc1)c1cccs1
74 | -35.8 | 0.5 | 11.7 | CN1CCN(C(=O)c2c(NC(=O)c3ccco3)sc3c2CCC(C(C)(C)C)C3)CC1 (stereo not drawn)
75 | 4.8 | -1.0 | 0.3 | CN(Cc1ccccc1)S(=O)(=O)c1ccc(OCC(=O)N2CCOCC2)cc1
76 | 9.7 | -0.1 | 2.9 | Cc1cc(S(=O)(=O)NC2CCCCC2)ccc1OCC(=O)N1CCOCC1
77 | 10.1 | -3.5 | 14.2 | N#Cc1cc2c(nc1Cl)CCCC2
78 | -27.1 | 0.1 | 5.9 | COC(=O)C1=C(C)NC(=O)CC1c1cccc(Cl)c1Cl (stereo not drawn)
79 | -37.4 | -0.4 | 11.1 | COc1cccc(CN2CCN(CCCc3ccccc3)C(CCO)C2)c1OC (stereo not drawn)
80 | -28.4 | 0.8 | 4.8 | CCC(=O)c1cn(CC(=O)Nc2ccccc2F)c2ccccc12
81 | -27.5 | -0.3 | -4.1 | COC(=O)c1cc(NC(=S)NC(=O)c2ccccc2)ccc1N1CCOCC1
82 | 38.5 | 0.7 | 52.2* | CCc1sc(C(=O)Nc2nc(-c3ccccn3)cs2)cc1C
83 | 3.8 | -1.2 | 4.5 | Cc1cccc(-c2nnc(SCc3ccc(C#N)cc3)n2Cc2ccco2)c1
84 | 0.7 | -0.6 | 6.0 | COc1ccccc1CNC(=O)c1ccc(Cl)c(NC2=NC3CS(=O)(=O)CC3S2)c1 (stereo not drawn)
85 | -9.5 | 1.4 | 26.2 | Cc1cc(=O)[nH]c(SCC2(O)C3CC4CC(C3)CC2C4)n1 (stereo not drawn)
86 | -19.8 | -0.5 | 18.9 | CC(C)=CC(=O)OCC(=O)NC1CCCc2ccccc21 (stereo not drawn)
87 | -3.3 | -0.3 | 7.5 | CC12CN3CC(=O)N4CC5(C)CN(CC(C)(C4)C5=O)C(=O)CN(C1)CC(C)(C3)C2=O
88 | -17.7 | 0.6 | -1.7 | O=C(CS(=O)(=O)c1ccc(Cl)cc1)NCCS(=O)(=O)c1ccc(Cl)cc1
89 | -17.3 | -1.8 | 15.2 | O=C(NCCOc1ccc(F)cc1)C1CCC(=O)N(CC2CCCCC2)C1 (stereo not drawn)
90 | -26.4 | -2.2 | 35.9 | S=C1N(c2ccccc2)C(c2ccc(Cl)cc2)N2CCCN12 (stereo not drawn)
91 | 1.9 | -0.9 | 27.0 | O=C(Nc1cccc([N+](=O)[O-])c1)c1ccc2c(c1)OCO2
92 | -1.9 | 6.9 | 15.5 | O=C(Nc1nc2ccc(F)cc2s1)C1=COCCO1
93 | 13.8 | 1.9 | 21.4 | CC(NC(=O)[C@H](Cc1c[nH]c2ccccc12)NC(=O)[C@@H]1Cc2ccccc2CN1)c1ccccc1 (stereo partly drawn)
94 | -23.9 | -0.5 | 15.0 | CCCCCn1c(NCc2ccco2)nc2ccccc21
95 | -25.2 | 0.0 | 9.8 | C/C(=N/NS(=O)(=O)c1ccccc1)c1ccc(Cl)cc1
96 | -19.3 | -0.7 | 13.8 | COc1ccc(C)cc1NC(=O)Nc1cccc(C)c1
97 | -16.0 | -0.5 | 20.9 | CCN(CC)C(=O)CSc1nc2ccccc2c(=O)[nH]1
98 | -28.8 | -3.7 | 8.8 | CN(Cc1cccs1)C(=O)CCc1ccc(S(=O)(=O)N2CCOCC2)cc1
99 | -7.0 | -2.3 | 15.3 | CCCCn1c(N)c(N(CCOC)C(=O)Cn2c(=O)oc3ccccc32)c(=O)[nH]c1=O
